Assay outcomes deposited in PubChem BioAssay by Johns Hopkins Ion Channel Center.
TRPC4 act: activators of mouse TRPC4 channel, primary screen, Fluo4 calcium, HEK293 TRPC4beta/mu-opioid cells; Fluo4 calcium fluorescence; active compounds read high; B-score at 10 µM; hit rate 0.49% among 310,000; Short transient receptor potential channel 4 (Mus musculus), Q9QUQ5;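 active = B-score above 5 SD of library B-scores, and initial fluorescence ratio not above library mean plus 5 SD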;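 also: positive B-score marks a calcium rise read as TRPC4 activation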
Target sequence (Q9QUQ5 whole entry, looked up): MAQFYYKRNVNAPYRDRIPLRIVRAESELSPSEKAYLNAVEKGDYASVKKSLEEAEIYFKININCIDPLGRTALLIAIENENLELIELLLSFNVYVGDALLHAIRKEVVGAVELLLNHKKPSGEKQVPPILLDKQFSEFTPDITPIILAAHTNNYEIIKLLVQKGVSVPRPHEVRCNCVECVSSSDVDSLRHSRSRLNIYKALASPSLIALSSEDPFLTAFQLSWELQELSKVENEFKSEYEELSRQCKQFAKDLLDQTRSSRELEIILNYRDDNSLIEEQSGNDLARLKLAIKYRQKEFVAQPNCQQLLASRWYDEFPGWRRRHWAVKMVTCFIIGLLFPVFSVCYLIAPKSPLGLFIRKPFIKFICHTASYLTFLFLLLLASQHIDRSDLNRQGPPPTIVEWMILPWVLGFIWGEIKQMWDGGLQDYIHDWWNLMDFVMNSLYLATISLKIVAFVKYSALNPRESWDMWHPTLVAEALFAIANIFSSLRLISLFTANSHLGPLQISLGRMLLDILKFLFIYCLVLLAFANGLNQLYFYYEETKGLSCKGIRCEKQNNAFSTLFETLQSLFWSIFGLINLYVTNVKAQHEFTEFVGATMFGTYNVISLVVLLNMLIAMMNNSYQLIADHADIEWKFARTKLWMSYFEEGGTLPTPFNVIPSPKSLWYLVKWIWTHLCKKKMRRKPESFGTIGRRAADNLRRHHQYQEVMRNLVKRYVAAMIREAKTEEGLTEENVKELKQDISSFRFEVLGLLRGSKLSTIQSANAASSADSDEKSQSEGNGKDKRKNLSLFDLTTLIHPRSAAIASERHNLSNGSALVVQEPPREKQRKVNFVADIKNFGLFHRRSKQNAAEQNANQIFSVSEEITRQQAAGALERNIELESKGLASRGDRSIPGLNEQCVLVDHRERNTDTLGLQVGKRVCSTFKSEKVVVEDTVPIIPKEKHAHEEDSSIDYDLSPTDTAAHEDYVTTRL
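Assay system – TRPC4beta and mu-opioid receptor HEK293 stable cells · Measured by – Fluo4 fluorescence, kinetic · Schedule – dye loading 45 min room temperature, 110 s kinetic read · Read-out – B-scored integrated calcium fluorescence ratio · Controls – buffer and maximal DAMGO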
TRPC4 block: inhibitors of mouse TRPC4 channel, primary screen, Fluo4 calcium, HEK293 TRPC4beta/mu-opioid cells; B-score at 10 µM; Short transient receptor potential channel 4 (Mus musculus), Q9QUQ5; DAMGO-evoked Fluo4 calcium flux; active compounds read low; AID 2247, 2010; hit rate 0.39% among 300,000;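 active = B-score over 3 SD under the library average, no early fluorescence shift, positive overall ratio signal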
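Assay system – HEK293 line stably carrying TRPC4beta and mu-opioid receptor · Doses – single dose · Detection – Fluo4 calcium-dye fluorescence, kinetic read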
TRPC4 PAM: positive allosteric modulators of TRPC4, primary screen, cell-based, mouse TRPC4beta, HEK293 mu-opioid, Fluo-4 calcium; DAMGO EC20, Fluo-4 Ca2+ flux; active compounds read high; B-score at 10 µM; hit rate 0.42% among 310,000; AID 2227, 2009;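 active = B-score of calcium response area above 5 SD of library B-scores, with initial fluorescence ratio within 5 SD of library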;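 also: B-score of integrated fluorescence ratio over time as area under calcium response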
ANO1 block: TMEM16A chloride channel inhibitors, primary screen, cell-based, HTS. hit rate 1.2% among 310,000. Anoctamin-1 (Mus musculus), Q8BHY3. HEK293 TMEM16A/YFP iodide influx fluorescence, ionomycin. normalized B-score (activity score, 25-100; higher = stronger inhibition) at 10 µM. AID 588511, 2011;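 active = ratio plate-corrected score three or more library SD toward inhibition, starting fluorescence score within five deviations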;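 also: score derived from kinetic fluorescence span divided by baseline fluorescence per well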
TRPC6 inh: mouse TRPC6 channel inhibitors, primary screen, cell-based, HEK293, membrane potential dye | Short transient receptor potential channel 6 (Mus musculus), Q61143 | ACh-evoked depolarization; active compounds read low | B-score at 10 µM | hit rate 1.1% among 310,000;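 active = B-score under library mean minus 3 SD, initial fluorescence not abnormally high, positive integrated signal ratio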;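 also: B-score derived from integrated fluorescence ratio over the kinetic read; more negative B-score means stronger inhibition of depolarization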
MrgX1 allo act: positive allosteric modulators of MrgX1, primary screen, HEK293 cells, Fluo-4 calcium flux | FDSS; active compounds read high | hit rate 0.63% among 310,000 | B-score at 10 µM;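 active = plate-corrected calcium response at least 3 library SD above typical, normal starting fluorescence, not activating the receptor alone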;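 also: compound read alongside a low EC10 to EC30 dose of BAM8-22 agonist; peak minus trough fluorescence over baseline measured at the second addition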
TMEM16A act: TMEM16A chloride channel activators or potentiators, primary screen, cell-based, HTS | hit rate 0.3% among 340,000 | Anoctamin-1 (Mus musculus), Q8BHY3 | HEK293 TMEM16A/YFP-H148Q/I152L, iodide quench fluorescence; active compounds read low | B-score at 10 µM | AID 623877, 2012;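 active = fluorescence-ratio B-score plate-corrected deviation score at least 3 library SD below zero, with starting fluorescence score within 5 deviations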;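 also: channel opened by trigger with iodide after compound preincubation; score built on the fluorescence ratio of max minus min over baseline; more negative score means more quench and so TMEM16A activation or potentiation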
MrgX1 antagonist: antagonists of human MrgX1 receptor, primary screen, HEK293 cells, Fluo-4 calcium flux. Mas-related G-protein coupled receptor member X1 (Homo sapiens), Q96LB2. BAM8-22 antagonism; active compounds read low. B-score at 10 µM. hit rate 1.3% among 310,000. AID 588676, 2011;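 active = calcium-response B-score plate-corrected more than 3 library SD below zero, starting fluorescence within 5 deviations, no agonist response on first addition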;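 also: peak minus trough fluorescence over baseline after final BAM8-22 challenge near maximal dose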
RGS4 inh: RGS4 inhibitors, primary screen, cell-based, HEK293 M3R inducible RGS4, calcium flux | Regulator of G-protein signaling 4 (Homo sapiens), P49798 | Fluo-4 calcium flux; active compounds read high; triggered by carbachol at its EC20 | B-score at 10 µM | hit rate 0.45% among 310,000 | AID 463165, 2010;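 active = B-score, a plate-corrected calcium signal, over three deviations above library mean, with baseline fluorescence within five deviations of library mean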;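 also: RGS4 expression induced by doxycycline in cells with stable M3 receptor; B-score is computed from the integrated fluorescence ratio over baseline after carbachol; higher B-score means a larger calcium signal and so more RGS4 inhibition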
MrgX1 ag: agonists of human MrgX1 receptor, primary screen, HEK293 cells, Fluo-4 calcium flux; Mas-related G-protein coupled receptor member X1 (Homo sapiens), Q96LB2; Fluo-4 calcium fluorescence, agonist mode; active compounds read high; B-score at 10 µM; hit rate 0.44% among 310,000;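 active = calcium response B-score plate-corrected fluorescence ratio at least 3 library SD, with starting fluorescence B-score inside 5 SD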
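times = overnight plating, then 30 min 37 °C plus 30 min room-temperature dye loading | assay system = stable human MrgX1 HEK293 cell line | input = fifteen thousand cells per well | signal = kinetic calcium dye fluorescence, Fluo-4 NW | dosing = compound delivered in addition one of three | read-out = B-scored fluorescence response ratio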
TRPC6 act: mouse TRPC6 channel activators, primary screen, cell-based, HEK293, membrane potential dye; AID 2550, 2010; B-score at 10 µM; hit rate 0.13% among 310,000; HEK293-TRPC6 membrane potential dye fluorescence; active compounds read high; Short transient receptor potential channel 6 (Mus musculus), Q61143;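 active = B-score of the integrated fluorescence ratio above library mean plus 3 SD, and starting fluorescence ratio within library mean plus 5 SD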;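 also: higher score means more depolarization so channel activation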
Numbers without * were called inactive; i = inactive; nt = not tested or not shown.

No.	structure	TRPC4 act	TRPC4 block	TRPC4 PAM	ANO1 block	TRPC6 inh	MrgX1 allo act	TMEM16A act	MrgX1 antagonist	RGS4 inh	MrgX1 ag	TRPC6 act
1	CCOc1ncccc1C(=O)OCC(=O)N1CCN(S(=O)(=O)c2ccccc2)CC1	i	i	i	i	i	i	i	i	i	i	i
2	CN(C)S(=O)(=O)c1cccc(C(=O)OCC(=O)NCc2ccc3c(c2)OCO3)c1	i	i	i	i	i	i	i	i	i	i	i
3	CCCc1cc(NCCN(C)C)n2c(nc3ccccc32)c1C#N	i	i	i	i	i	i	i	i	i	i	i
4	Cc1cc(C)n(-c2ccc(C(F)(F)F)cc2[N+](=O)[O-])n1	i	i	i	i	-5.3*	i	i	i	i	i	i
5	CC1Cc2ccccc2N1C(=O)CNc1ccccc1N1CCCCC1 (configuration not stated)	i	i	i	i	i	i	i	i	i	i	i
6	O=C(CCC1CCCCC1)Nc1cccnc1	i	i	i	i	i	i	i	i	i	i	i
7	CCN(C(=O)COC(=O)c1cn(-c2ccccc2)nc1-c1ccccc1)C1CCS(=O)(=O)C1 (configuration not stated)	i	i	i	i	i	i	i	i	i	i	i
8	COc1ccc(S(=O)(=O)NCC2CCCN(C(=O)C=C(C)C)C2)cc1 (configuration not stated)	i	i	i	i	i	i	i	i	i	i	i
9	Cc1nnc(NC(=O)CSc2ccc3nnc(-c4cccnc4)n3n2)s1	i	i	i	i	i	i	nt	i	i	i	i
10	CCCCCCCCCCCCC(NC(C)=O)(C(=O)OCC)C(=O)OCC	i	i	i	i	i	i	i	i	i	i	i
11	COc1ccccc1N1CCN(CC(C)N(C(=O)C2CCCCC2)c2ccccn2)CC1 (configuration not stated)	i	-6*	i	i	i	i	i	i	i	i	i
12	CCCN(C(=O)COC(=O)c1[nH]c(C)c(C(=O)OC)c1C)c1c(N)n(Cc2ccccc2)c(=O)[nH]c1=O	i	i	i	i	i	i	i	i	i	i	i
13	O=C(N/N=C/c1ccc2c(c1)OCO2)c1ccn(Cc2ccc(Cl)cc2)n1	i	i	i	i	i	i	i	i	i	i	i
14	COc1cc(OC)c(NC(=O)Cc2ccc(OC)c(S(=O)(=O)N3CCOCC3)c2)cc1Cl	i	i	i	i	i	i	i	i	i	i	i
15	CCN(CC)C(=O)CSc1nnc(-c2ccccc2)n1-c1ccccc1	i	i	i	i	i	i	i	i	i	i	i
16	CN(C)[C@@H]1C(=O)C(C(N)=O)=C(O)[C@@]2(O)C(=O)C3=C(O)c4c(O)ccc(Cl)c4[C@@H](O)[C@H]3C[C@@H]12	nt	nt	nt	i	nt	i	i	i	nt	i	nt
17	CCN(CC)S(=O)(=O)c1ccc2oc(Nc3ccc4c(c3)OCCO4)nc2c1	i	i	i	i	i	i	i	i	i	i	i
18	CS(=O)(=O)NCCSc1cc(C(F)(F)F)nc2ccccc12	i	i	i	i	i	i	i	i	i	i	i
19	COc1ccc2c(C)cc(N3CCN(c4ccc(F)cc4)CC3)nc2c1	i	i	i	i	i	i	i	i	i	i	i
20	Fc1cccc(NC(=S)NCc2cccnc2)c1	i	i	i	i	i	i	i	i	i	i	i
21	Cc1occc1C(=O)NNS(=O)(=O)c1ccc(Cl)cc1	i	i	i	i	i	i	i	i	i	i	i
22	O=C(c1cnc(-c2ccc(Cl)cc2)s1)c1ccc(Cl)cc1Cl	i	i	i	i	i	i	i	i	i	i	i
23	COCCNC(=O)/C(C#N)=C/c1ccc(OCc2ccccc2)cc1	i	i	i	i	i	i	i	i	i	i	i
24	Clc1cccc(Cn2ncc3ccccc32)c1	i	i	i	i	i	i	i	i	i	i	i
25	Cc1c(NC(=S)NC(NC(=O)C(C)(C)C)C(Cl)(Cl)Cl)c(=O)n(-c2ccccc2)n1C (configuration not stated)	i	i	i	i	i	i	i	i	i	i	i
26	O=C(Cn1cc(C(=O)c2ccco2)c2ccccc21)Nc1ccccc1	i	i	i	i	i	i	i	i	i	i	i
27	Cc1ccc(C(c2cc(Cl)c3cccnc3c2O)N2CCN(C)CC2)cc1 (configuration not stated)	i	i	i	i	i	i	i	i	i	i	i
28	CN(C)c1ccc(-c2sc(Nc3ccccc3)n[n+]2-c2ccc(F)cc2)cc1	222*	i	i	i	i	i	i	i	i	47*	i
29	COc1ccccc1NCC(=O)c1ccc(C)c(C)c1	i	i	i	i	i	i	i	i	i	i	i
30	O=C(O)CCCC(=O)Nc1ccc(Oc2ncnc3cc(Cl)ccc23)nc1	i	i	i	i	i	i	i	i	i	i	i
31	COc1cc(CN(C)Cc2ccccc2)cc(OC)c1O	i	i	i	i	i	i	i	i	i	i	i
32	CC(C)(C)c1ccc(Oc2cccc(C3CC(=O)C(C4NCCc5ccccc54)C(=O)C3n3cncn3)c2)cc1 (configuration not stated)	i	i	i	i	i	i	nt	i	i	i	i
33	CC(C(=O)OCC(=O)Nc1cccc(S(=O)(=O)N2CCOCC2)c1)N1C(=O)c2ccccc2C1=O (configuration not stated)	i	i	i	i	i	i	i	i	i	i	i
34	Cn1c(C2CCCCC2)nc2ccccc21	i	i	i	i	i	i	i	i	i	i	i
35	CCc1cc(-c2n[nH]c(C)c2Oc2ccc(C(C)C)cc2)c(O)cc1O	i	i	i	i	i	i	i	i	i	i	i
36	COc1cc(/C=N/NC(=O)c2cc(-c3ccccc3)nc3ccccc23)cc(OC)c1O	i	i	i	i	i	i	i	i	i	i	i
37	COC(=O)c1ccc(-c2nc3cc(Cl)c(N)cc3s2)cc1	i	i	i	i	i	i	i	i	i	i	i
38	Cc1ccc2c(CC(=O)N3CCOCC3)coc2c1	i	i	i	i	i	i	i	i	i	i	i
39	O=C(Cn1nnc(-c2ccccc2)n1)N/N=C/c1cccc([N+](=O)[O-])c1O	i	i	i	i	i	i	i	i	i	i	i
40	CN(C(=O)CSc1nc(C2CC2)nc2ccccc12)c1nc(-c2ccccc2)cs1	i	i	i	i	i	i	i	i	i	i	i
41	CC(C)(C)NC(=O)Cn1c(=O)n(CC(=O)NC(C)(C)C)c2ccccc21	i	i	i	i	i	i	i	i	i	i	i
42	CCN(CC)CCNC(=O)c1c(O)c2cccc3c2n(c1=O)CCC3	i	i	i	nt	i	nt	i	nt	i	nt	i
43	CCC(=O)Nc1ccc(C(=O)N/N=C/c2cc(Br)c(OC)cc2OC)cc1	i	i	i	i	i	i	i	i	i	i	i
44	COc1ccc(-c2noc(COc3ccc4c(c3)OCO4)n2)cc1	i	i	i	i	i	i	i	i	i	i	i
45	Cc1cccc(NS(=O)(=O)c2cc3c4c(c2)C(C)C(=O)N4CCC3)c1 (configuration not stated)	i	i	i	i	i	i	i	i	i	i	i
46	Cc1cccc(OCC(O)CN2C(C)(C)CC(O)CC2(C)C)c1 (configuration not stated)	i	i	i	i	i	i	i	i	i	i	i
47	CCN(Cc1ccccc1)C(=O)Cn1cc2c(n1)CCCC2	i	i	i	i	i	i	i	i	i	i	i
48	Cc1ccccc1Oc1cc(-n2ncc(Cl)c(Cl)c2=O)ncn1	nt	nt	nt	i	nt	i	i	i	nt	i	nt
49	Cc1cc(C)c2[nH]c(=O)c(=O)[nH]c2c1	i	i	i	i	i	i	i	i	i	i	i
50	CCOc1ccc(S(=O)(=O)NCCC(=O)NCCc2ccc(C(C)C)cc2)cc1	i	i	i	i	i	i	i	i	i	i	i

Additional results follow:
No.	structure	TRPC4 act	TRPC4 block	TRPC4 PAM	ANO1 block	TRPC6 inh	MrgX1 allo act	TMEM16A act	MrgX1 antagonist	RGS4 inh	MrgX1 ag	TRPC6 act
51	COc1ccc(C2=NN(C(=O)c3cccs3)C(O)(C(F)(F)F)C2)cc1 (configuration not stated)	i	nt	i	i	i	i	i	i	i	i	i
52	COc1ccc(N2C(=O)C(Cl)=C(N3CCN(Cc4ccccc4)CC3)C2=O)cc1	i	i	i	nt	i	nt	i	nt	i	nt	i
53	CC(=O)c1cccc(N(CC(=O)N2CCOCC2)S(C)(=O)=O)c1	i	i	i	i	i	i	i	i	i	i	i
54	O=C(NCc1cccnc1)c1cc(-c2ccccc2)on1	i	i	i	i	i	i	i	i	i	i	i
55	O=C(NCCc1ccccc1)c1noc2c1CCc1ccccc1-2	i	i	i	i	i	i	i	i	i	i	i
56	COc1ccc(N2CCN(C(=O)C3CCCN3S(=O)(=O)c3cccc4nsnc34)CC2)cc1 (configuration not stated)	i	i	i	i	i	i	i	i	i	i	i
57	Nc1nc(NCc2ccccc2)nc(NCc2ccccc2)c1[N+](=O)[O-]	i	i	i	i	i	i	i	i	i	i	i
58	Cc1cccc(-c2c(NC(=O)c3ccco3)oc3c(C)cccc3c2=O)c1	i	i	i	i	i	i	i	i	i	i	i
59	O=C(CN1CCCCC1)N/N=C/c1ccc(Cl)cc1	i	i	i	i	i	i	i	i	i	i	i
60	CC(C)(C)C1CCc2sc(C(=O)NNC(=O)CCl)cc2C1 (configuration not stated)	i	i	i	nt	i	nt	i	nt	i	nt	i
61	COc1cc(CC(=O)OCc2ccccc2F)cc(OC)c1OC	i	i	i	i	i	i	i	i	i	i	i
62	COc1ccc2[nH]c(=O)c(CN(C(=O)c3cccnc3)c3ccc(C)cc3)cc2c1	i	i	i	i	i	i	i	i	i	i	i
63	CC(C)(C)c1ccc(C(=O)NNc2cc(N3CCCCC3)nc(N3CCCCC3)n2)cc1	i	i	i	i	i	i	i	i	i	i	i
64	COc1ccc(CC(=O)Oc2ccc(C(C)C)cc2)cc1S(=O)(=O)N1CCOCC1	i	i	i	i	i	i	i	i	i	i	i
65	CC(C)(C)NC(=O)NC12CC3CC(CC(C3)C1)C2	i	i	i	i	i	i	i	i	i	i	i
